A549 tox – counter-screen for Nrf2 inhibitors: cytotoxicity in A549 cells; A549 ARE-Fluc cells, CellTiter-Fluor viability, 18-24 h; Potency, µM (doses to about 46 µM), inactives show at the highest dose activity change, negative = cytotoxicity, most hits filed as inhibitors; actives 0.16% (n = 390,000); further: potency means the concentration at half of the fitted maximal effect; on the % scale 0 is the no-effect control and ±100 the full control effect
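A549 ARE-Fluc cells in 5% FBS OPTI-MEM, 5000 cells/well, rested 2 h then exposed to compounds in concentration-response for 18-24 h at 37 °C. Viability by CellTiter-Fluor fluorescence (Ex 405/Em 525) after 30 min; luciferase luminescence (BugLite, 15 min, RT) read afterwards.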
TGFb inhibitor – blocks TGF-b signaling | HepG2 CAGA-GFP TGF-b/SMAD3 reporter, GFP fluorescence, 18 h; TGF-beta stimulated, 500 pg/mL final | Potency, µM (top dose mostly 46.1 µM), for inactives: top-dose activity, negative = inhibition, actives largely listed as inhibitors | actives 1.2% (n = 410,000) | AID 588855; further: potency means the concentration at half of the fitted maximal effect; on the % scale 0 is the no-effect control and ±100 the full control effect; nearly all actives have a fitted effect of over 65% in size
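Cell-based qHTS in HEPG2 carrying a CAGA-GFP Smad reporter; compounds added before 500 pg/mL final TGF-beta, 18 h incubation at 37 degrees C, GFP fluorescence quantified per cell by imaging cytometry.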
Mm-Cpn inhibitor – M. maripaludis TRiC chaperonin inhibition | purified Mm-Cpn ATPase, ADP Transcreener TR-FRET | Potency, µM (titrated, usually from 76.9 µM), without a hit: at the highest dose activity, negative = inhibition, usual class: inhibitors | actives 0.031% (n = 330,000) | AID 504842; further: potency means the concentration at half of the fitted maximal effect; on the % scale 0 is the no-effect control and ±100 the full control effect; nearly all actives have a fitted effect of over 80% in size
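TR-FRET (320 nm excitation; 590 and 665 nm emission) reports ADP made from 10 uM ATP by 25 nM enzyme; compounds were preincubated 10 min, reaction run 30 min, both at 37°C.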
CCT modulator – changes cytosolic chaperonin activity; activity change, % (no concentration beside the values), hits read low; actives 0.3% (n = 360,000); AID 651819; purified chaperonin ATPase assay, HTRF ADP detection, 30 min; in the data active means activity change below about -30%; further: on the % scale 0 is the no-effect control and ±100 the full control effect
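TRiC (40 or 20 nM final, by batch activity) in 30 mM Tris pH 7.4, 100 mM KCl, 5 mM MgCl2, 1 mM DTT was treated with compound at 76 uM single dose, then 10 uM ATP, 30 min at 37 °C. ADP was read by HTRF Transcreener.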
Nrf2 ARE act – activators of Nrf2 (ARE) signaling; AREc32 ARE-luciferase reporter (MCF7-derived line), luminescence, 24 h; Potency, µM (top dose mostly 46.1 µM), inactives show at the top dose activation, actives largely listed as activators; actives 0.31% (n = 410,000); further: potency means the concentration at half of the fitted maximal effect; % of control where 0% means no effect; nearly all actives have a fitted effect of over 65% in size
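Luminescent ARE reporter assay in AREc32_Fluc cells: overnight plating at 37 deg C, 24 hr compound incubation, Steady-Glo added, 30 min RT before reading.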
Nrf2 inh – inhibitors of Nrf2 signaling | AID 504444 | actives 2.1% (n = 360,000) | A549 ARE-Fluc reporter, luciferase luminescence, 18-24 h | Potency, µM (titrated, usually from 46 µM), for the others: top-dose activity change, negative = inhibition, usual class: inhibitors; further: potency means the concentration at half of the fitted maximal effect; on the % scale 0 is the no-effect control and ±100 the full control effect; nearly all actives have a fitted effect of over 60% in size
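Nrf2 function is reported as luminescence of an ARE-controlled luciferase in A549 cells. Compounds were tested at several concentrations, and a CellTiter-Fluor read on the same wells flagged cytotoxicity.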
EPAC2 antag – EPAC2 (human) antagonism | Q8WZA2 | EPAC2 GEF exchange of Rap1B-BODIPY-GDP, fluorescence | Potency, µM (doses to about 114 µM), inactives show top-dose activity, negative = inhibition, hits mostly inhibitors | actives 0.18% (n = 360,000); further: potency means the concentration at half of the fitted maximal effect; on the % scale 0 is the no-effect control and ±100 the full control effect; nearly all actives have a fitted effect of over 45% in size; many of its hits are not listed in these tables
Target sequence (Q8WZA2 whole entry, looked up): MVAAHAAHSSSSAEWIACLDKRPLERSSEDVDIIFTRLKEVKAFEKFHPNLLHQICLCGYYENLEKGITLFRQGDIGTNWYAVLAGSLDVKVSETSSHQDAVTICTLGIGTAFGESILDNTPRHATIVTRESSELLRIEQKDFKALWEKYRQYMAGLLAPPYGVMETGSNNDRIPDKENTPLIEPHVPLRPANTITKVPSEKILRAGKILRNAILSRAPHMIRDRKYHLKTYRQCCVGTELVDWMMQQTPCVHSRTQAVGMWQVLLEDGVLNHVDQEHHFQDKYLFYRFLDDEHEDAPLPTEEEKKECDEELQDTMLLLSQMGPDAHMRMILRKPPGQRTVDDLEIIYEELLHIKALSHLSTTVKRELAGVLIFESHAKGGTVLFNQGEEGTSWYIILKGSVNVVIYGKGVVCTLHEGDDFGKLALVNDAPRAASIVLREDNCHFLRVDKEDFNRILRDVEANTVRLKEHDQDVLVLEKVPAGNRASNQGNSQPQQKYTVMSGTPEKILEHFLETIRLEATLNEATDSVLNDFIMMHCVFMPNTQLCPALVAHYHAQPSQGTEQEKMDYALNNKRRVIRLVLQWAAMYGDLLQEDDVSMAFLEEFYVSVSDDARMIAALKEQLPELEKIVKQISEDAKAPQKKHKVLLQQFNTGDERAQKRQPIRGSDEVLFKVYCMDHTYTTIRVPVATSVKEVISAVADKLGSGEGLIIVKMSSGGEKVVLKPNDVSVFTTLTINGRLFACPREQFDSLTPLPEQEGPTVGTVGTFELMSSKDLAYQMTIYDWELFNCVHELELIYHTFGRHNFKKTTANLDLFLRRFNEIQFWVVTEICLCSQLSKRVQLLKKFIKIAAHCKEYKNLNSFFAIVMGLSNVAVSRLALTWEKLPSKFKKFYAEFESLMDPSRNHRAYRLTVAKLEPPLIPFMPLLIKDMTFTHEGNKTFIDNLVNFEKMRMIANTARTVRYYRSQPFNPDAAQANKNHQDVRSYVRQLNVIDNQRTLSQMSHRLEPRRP
pAkt inh – blocks phosphorylation of Akt. AID 651550. Neuro2A IGF-stimulated pAkt S473 HTRF, 20 min; hits give low values. activity change, % for hits at 50 µM. actives 0.32% (n = 360,000); in the data active means activity change below about -80%; inconclusive means mostly about -51% to -80%; further: on the % scale 0 is the no-effect control and ±100 the full control effect
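Neuro2A cells (4,500/well, DMEM with 0.5% FBS) were treated with compound at a single 50 µM final concentration, stimulated with 6 nM IGF for 20 min at 37 °C, and lysed. Phospho-Akt Ser473 was read by HTRF as 665/615 ratio ×10^4.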
EPAC2 agonist – agonists of human EPAC2 (RAPGEF4) | Q8WZA2 | EPAC2 activation, biochemical qHTS; response scale: 100% = 6.5 mM cAMP response | Potency, µM (doses to about 154 µM), for inactives: at the top dose activation, hits mostly activators | actives 0.079% (n = 360,000) | AID 720711; further: potency means the concentration at half of the fitted maximal effect; nearly all actives have a fitted effect of over 50% in size
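Setup: EPAC2 100 nM, labeled Rap1B complex 250 nM, free GDP 50 uM. Compound titrations pinned in, brief spin, 5 min room temperature incubation. Kinetic fluorescence read over 30 min, normalized to 6.5 mM cAMP.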
An asterisk follows results filed as active; i = inactive; ? = inconclusive; . = not tested or not shown; [ ] = dose if it differs, or a comment. Unless noted, the call rests on the fitted dose curve; in most records, active means well fitted curve in the direction sought with a large enough effect; inconclusive means small, poorly fitted or top-dose-only effect, or another doubt; inactive means no such curve, though single readings can be large; an effect the other way counts as inactive or inconclusive.

cpd	canonical_smiles	A549 tox	TGFb inhibitor	Mm-Cpn inhibitor	CCT modulator	Nrf2 ARE act	Nrf2 inh	EPAC2 antag	pAkt inh	EPAC2 agonist
1	Cc1ccc(CNC(=O)C(Cc2ccccc2)n2cccc2)cc1 (stereo not given)	1%	-8%	1%	-2.3	-0.1%	2%	-17%	i	10%
2	Nc1nc(-c2ccccc2)[nH]c(=O)c1N	6%	2%	-1%	-4.3	7.3%	13%	-5%	i	18%
3	COc1ccc(C(=O)NCCN=C2NS(=O)(=O)c3ccccc32)cc1	-1%	-15%	0%	-1.8	4.4%	-4%	-8%	i	5%
4	CCOc1ccc(Cl)cc1S(=O)(=O)N1CCN(c2ccc(F)cc2)CC1	-10%	-2%	2%	0.6	0.2%	-2%	0%	i	6%
5	Cc1ccc(F)cc1C(=O)N1CCCCC1c1cc(C(=O)Nc2ccccc2)no1 (stereo not given)	.	6%	.	-0.5	-0.8%	.	-3%	i	13%
6	Cc1ccc(S(=O)(=O)c2nc(-c3ccccc3)oc2SCC(=O)NCC2CCCO2)cc1 (stereo not given)	-3%	-1%	-6%	-3.1	-0.7%	0%	3%	i	-3%
7	COc1cc(OC)cc(C(=O)N2CCN(C(=O)c3cccc(F)c3)CC2)c1	-8%	3%	.	0.3	-0.8%	0%	-3%	i	3%
8	Cc1ccc(OCC(=O)N2CCN(S(=O)(=O)c3ccccc3)CC2)c([N+](=O)[O-])n1	5%	-17%	-2%	0.7	0.5%	-2%	-2%	i	-5%
9	NC(=O)c1cccc(NC(=O)CCCCC(=O)Nc2cccc(C(N)=O)c2)c1	-1%	1%	1%	-0.2	0.1%	?	-6%	i	-3%
10	CS(=O)(=O)c1ccc(SCC(=O)NC2CCS(=O)(=O)C2)c([N+](=O)[O-])c1 (stereo not given)	-6%	2%	2%	4.6	0.3%	-11%	15%	i	2%
11	O=C(CSc1nnc(CNC(=O)c2cccc(C(F)(F)F)c2)o1)NCc1ccco1	-2%	0%	0%	-0.6	-0.7%	4%	7%	i	2%
12	CCN(CC)CCNC(=O)c1ccc(NS(=O)(=O)c2ccc3c(c2)OCCO3)cc1	-5%	-24%	-14%	0.1	0.5%	18%	1%	i	-2%
13	Nc1ccn([C@@H]2O[C@H](CNCc3ccc(N4CCNCC4)cc3)[C@@H](O)[C@H]2O)c(=O)n1	.	0%	.	1.1	-0.9%	.	22%	i	5%
14	CC(C)N(Cc1nnc(-c2ccc(Cl)cc2)o1)C(=O)c1cc2ccccc2o1	-10%	?	-7%	-6.5	15%	-6%	-21%	i	8%
15	COc1cccc(SCC2(O)CCN(C(=O)c3ccc(Cl)cc3)CC2)c1	12%	14%	-3%	0.7	-0.5%	-17%	-5%	i	-1%
16	O=C(Nc1ccc(N2CCCCC2)c(Cl)c1)c1ncn[nH]1	-1%	12%	0%	-7.0	-0.4%	8.2µM*	13%	i	-3%
17	CCN(c1ccccc1)S(=O)(=O)c1ccc(OC)c(NC(=O)C2CC2)c1	-1%	-3%	0%	-0.4	0.5%	-7%	-15%	i	15%
18	CCCn1c(C)cc(C(=O)Cn2nnc3ccccc3c2=O)c1C	2%	8%	-2%	-5.4	2.6%	?	-4%	i	9%
19	CC(C)(C)c1ccc(OCC(=O)N2CCN(c3ncccn3)CC2)cc1	2%	-10%	-5%	-2.4	1.6%	3%	0%	i	11%
20	CCCCC(CC)CNC(=O)CC1Nc2c3ccccc3nc(=S)n2C1=O (stereo not given)	-1%	0%	0%	2.0	-0.7%	2%	37%	i	10%
21	CS(=O)(=O)N(CC(=O)N1CCc2ccccc2C1)c1ccccc1F	-2%	0%	.	-1.8	-0.4%	1%	9%	i	1%
22	CC(C)CSC1=NSC2=NC(=O)/C(=C\c3ccccc3)C(=N)N12	-1%	-14%	-3%	0.7	0.3%	?	13%	i	-2%
23	CC(=O)Nc1ccc(S(=O)(=O)N2CCN(C(=O)c3ncoc3-c3ccc(C)cc3)CC2)cc1	0%	-16%	-1%	0.1	0.7%	-5%	14%	i	2%
24	O=C1[C@@H]2Cc3c([nH]c4ccccc34)CN2C(=O)CN1CCO	-11%	0%	2%	0.5	0.4%	-3%	6%	i	4%
25	Cc1ccsc1-c1cc2nc(NCCOc3ccccc3Cl)n(C)c(=O)c2s1	.	0%	.	-1.1	8.3%	.	5%	i	-1%
26	Cc1cccc(C(=O)Oc2ccc(/C=N/NC(=O)c3ccncc3)cc2)c1	-6%	10%	4%	-2.5	-0.7%	1%	11%	i	4%
27	CCn1c(SCC(=O)Nc2ccc(N3CCOCC3)cc2)nnc1-c1ccco1	1%	13%	-3%	1.2	2.8%	0%	-2%	i	6%
28	CN=C1SC(CC(=O)Nc2cccc(Cl)c2Cl)C(=O)N1C (stereo not given)	4%	0%	1%	-2.2	0.4%	-18%	-2%	i	-8%
29	O=C(NCCN1CCN(C(=O)c2cccc(Br)c2)CC1)C(=O)Nc1ccc(Br)cc1	-12%	-9%	4%	-0.7	0.6%	-9%	-1%	i	9%
30	O=C(CNC(=O)c1cccs1)Nc1cccc(S(=O)(=O)N2CCOCC2)c1	10%	-8%	1%	-3.4	-0.6%	-2%	-5%	i	6%
31	O=C(C1CC1)N(Cc1ccco1)c1nc(-c2ccccc2)cs1	-3%	-6%	?	-2.4	0.2%	12%	-6%	i	21%
32	Cc1ccn2c(C(=O)CSc3ccc(Cl)cc3Cl)c(C)nc2c1	-1%	8%	0%	-2.6	-0.8%	1%	-7%	i	13%
33	CCCCOC(=O)NCN1C(=O)C2C3C=CC(C3)C2C1=O (stereo not given)	1%	-25%	0%	-4.7	-0.7%	7%	2%	i	-2%
34	O=C(Nc1cc(Cl)cc(Cl)c1)N1CCCC1	-7%	13%	1%	1.8	-0.2%	-6%	-11%	i	-2%
35	NS(=O)(=O)c1ccc(NC(=O)COC(=O)CCNC(=O)NC23CC4CC(CC(C4)C2)C3)cc1	-7%	22%	0%	-0.6	-0.5%	-4%	-14%	i	12%
36	NC(=O)c1nsc(C(=O)N(c2ccccc2)C(C(=O)NC2CCCCC2)c2ccc(O)cc2)c1N (stereo not given)	1%	-19%	-2%	0.9	-0.8%	15%	-3%	i	-6%
37	O=C(c1cc(COc2ccc(F)cc2Cl)on1)N1CCc2ccccc2C1	11%	-4%	-4%	1.4	-0.3%	4%	-3%	i	4%
38	COc1cc(OC)cc(C(=O)N2CCN(C(=O)COc3ccc4ccccc4c3)CC2)c1	2%	-19%	1%	1.3	3.8%	18%	0%	i	13%
39	Cc1cccc(C)c1NC(=O)C1(NC(=O)c2cnccn2)CCCCC1	0%	-2%	-1%	-2.3	-0.7%	-14%	4%	i	5%
40	CCCn1c(SCC(=O)Nc2ccc(S(=O)(=O)N(C)C)cc2)n[nH]c1=O	2%	-8%	-1%	-2.3	-0.3%	21%	14%	i	-2%
41	COc1cc(C)c(C(=O)Oc2cc(C)c(C(=O)O)c(O)c2C)c(O)c1C(=O)O	-8%	-3%	-1%	0.3	0.0%	-11%	?	i	3%
42	CCOC(=O)Cc1csc(N/N=C/c2cccc([N+](=O)[O-])c2)n1	-1%	2%	-24%	-2.4	0.2%	-12%	1%	i	7%
43	CC1=C(C(=O)OCc2ccccc2)C(c2cccc(F)c2)NC(=O)N1 (stereo not given)	-6%	-29%	1%	-1.2	2.5%	?	-1%	i	-4%
44	N#Cc1ccc(C23CC4(C2)[C@H](CN(Cc2ccc(C(F)(F)F)cc2)[C@@H]4c2ccccc2)C3c2ccc(C(F)(F)F)cc2)cc1 (stereo not given in full)	2%	-11%	-2%	-0.6	0.2%	3%	11%	i	-3%
45	Cc1ccc(C)c(NS(=O)(=O)c2cc(C(=O)NCC3CCCO3)ccc2C)c1 (stereo not given)	-4%	1%	1%	-0.9	-0.8%	-12%	10%	i	8%

Retrieved by compound from above:
cpd	canonical_smiles	A549 tox	TGFb inhibitor	Mm-Cpn inhibitor	CCT modulator	Nrf2 ARE act	Nrf2 inh	EPAC2 antag	pAkt inh	EPAC2 agonist
31	O=C(C1CC1)N(Cc1ccco1)c1nc(-c2ccccc2)cs1	-3%	-6%	?	-2.4	0.2%	12%	-6%	i	21%
41	COc1cc(C)c(C(=O)Oc2cc(C)c(C(=O)O)c(O)c2C)c(O)c1C(=O)O	-8%	-3%	-1%	0.3	0.0%	-11%	?	i	3%
32	Cc1ccn2c(C(=O)CSc3ccc(Cl)cc3Cl)c(C)nc2c1	-1%	8%	0%	-2.6	-0.8%	1%	-7%	i	13%

Further compounds
cpd	canonical_smiles	A549 tox	TGFb inhibitor	Mm-Cpn inhibitor	CCT modulator	Nrf2 ARE act	Nrf2 inh	EPAC2 antag	pAkt inh	EPAC2 agonist
46	CS(=O)(=O)N(CC(=O)NC1CC2CCC1C2)c1ccc(Oc2ccccc2)cc1 (stereo not given)	-16%	-15%	-4%	-3.7	7.3%	?	-20%	i	15%
47	O=C1C(=O)N(CCO)C(c2ccccc2[N+](=O)[O-])/C1=C(\O)c1ccccc1 (stereo not given)	0%	56%[activator]	-1%	0.2	0.1%	18%	11%	i	12%
48	CCOc1ccccc1-n1nnnc1SCC(=O)NCc1ccco1	10%	-3%	0%	-0.2	10%	-12%	-10%	i	6%
49	Cc1ccc(C2=NS(=O)(=O)N(C)C(C(=O)Nc3ccc4c(c3)OCO4)=C2)cc1	-5%	?	0%	0.7	4.8%	?	4%	i	6%
50	CC1CN(Cc2nc3c(c(=O)n(C)c(=O)n3C)n2CCCO)CC(C)O1 (stereo not given)	-10%	-15%	1%	-7.3	0.3%	16%	19%	i	2%
51	Cc1ccc(SCC(=O)Nc2ncc(C)s2)cc1	3%	-1%	1%	-2.3	-0.3%	11%	-2%	i	2%

Bioassay records from PubChem.

A portion of the library; the hit share may differ from the screen's.
